a7 integrin act: activates integrin-mediated alleviation for muscular dystrophy; alpha7betagal myoblasts, beta-gal FDG fluorescence, 48 h; 350,000 tested, 0.064% active; AID 624291; Potency, µM (titrated, usually from 38.3 µM), for the others: at the top dose activation, usual class: activators;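 further: potency means the concentration at half of the fitted maximal effect; 100% = response of the positive control SU9516; nearly all actives have a fitted effect of over 60% in size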
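alpha7betagal+/- myoblasts (passage 13, 250/well) treated 48 h at 37C with compounds at 1:260 dilution of DMSO stock. Lysed, then beta-galactosidase activity read as FDG fluorescence (ex 480/em 540) after 30 min, with pre-read for autofluorescence.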
PTAP TSG101 blk: blocks PTAP/TSG101 interaction to inhibit HIV-1 budding. Fluorescence polarization, FITC-PTAP peptide / Tsg101 binding. AID 493005. Potency, µM (top dose mostly 115 µM), for inactives: top-dose activity change, negative = inhibition, hits mostly inhibitors. Q99816. 340,000 tested, under 10 active; active means well fitted inhibition curve with a large enough effect in the main read-out, with a control signal flat, not every such curve was filed as active; inconclusive means small, poorly fitted or top-dose-only effect, or effect the other way, or a change in a side signal; inactive means no such curve, though single readings can be large or run the other way; further: potency means the concentration at half of the fitted maximal effect; % of control where 0% means no effect
Target sequence (Q99816 whole entry, looked up): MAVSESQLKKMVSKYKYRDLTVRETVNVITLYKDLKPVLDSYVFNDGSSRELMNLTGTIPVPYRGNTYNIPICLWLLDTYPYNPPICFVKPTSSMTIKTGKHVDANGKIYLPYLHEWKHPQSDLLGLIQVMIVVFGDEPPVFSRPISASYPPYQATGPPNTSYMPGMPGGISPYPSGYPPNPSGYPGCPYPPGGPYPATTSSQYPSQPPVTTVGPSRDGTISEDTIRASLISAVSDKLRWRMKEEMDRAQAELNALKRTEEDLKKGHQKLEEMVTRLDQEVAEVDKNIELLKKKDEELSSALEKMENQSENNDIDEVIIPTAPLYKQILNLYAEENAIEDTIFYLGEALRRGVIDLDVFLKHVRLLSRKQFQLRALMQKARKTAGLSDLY
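Compounds were pin-transferred onto Tsg101 binding domain (10 uM final) in HEPES pH 7.5 buffer, then FITC-PTAP peptide was added at 50 nM final. After 20 min at RT, polarization reported peptide displacement across a qHTS concentration series.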
Mito fusion yeast: inhibitors of mitochondrial division or activators of mitochondrial fusion. S. cerevisiae fusion-defective mutant growth rescue, CellTiterGlo 48 h. 320,000 tested, 0.23% active. Potency, µM (highest dose often 46.1 µM), without a hit: at the highest dose growth rescue (activation), hits mostly activators;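 further: potency means the concentration at half of the fitted maximal effect; % of control where 0% means no effect; nearly all actives have a fitted effect of over 45% in size; temperature-sensitive fusion mutants such as fzo1-1 at 37 °C on non-fermentable ethanol glycerol medium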
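S. cerevisiae fusion-defective temperature-sensitive mutants (e.g. fzo1-1, mgm1-5) grown 48 h at 37C in YPEG (ethanol/glycerol non-fermentable) medium with 23 nl compound per well; growth rescue read as CellTiterGlo luminescence.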
Tb PFK block: T. brucei PFK enzyme inhibition; Potency, µM (doses to about 57.5 µM), inactives show top-dose activity, negative = inhibition, actives largely listed as inhibitors; 330,000 tested, 0.17% active; O15648; T. brucei PFK, ADP-Glo luminescence;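 further: potency means the concentration at half of the fitted maximal effect; 0% = uninhibited 1x PFK enzyme wells and -100% = no-enzyme wells; nearly all actives have a fitted effect of over 60% in size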
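In TEA buffer at pH 8.0 with 5 mM MgCl2, enzyme (1.25 nM) converted F6P (0.5 mM) and ATP (0.1 mM) for 45 min at room temperature. ADP product was read by luciferase luminescence.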
S-ASM inh: human S-ASM enzyme inhibition; placental ASM, HMU-PC fluorogenic substrate, 60 min; 340,000 tested, 0.006% active; Potency, µM (doses to about 57.5 µM), for the others: at the top dose activity change, negative = inhibition, hits mostly inhibitors; P17405; further: potency means the concentration at half of the fitted maximal effect
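qHTS format. ASM enzyme prepared from human placenta hydrolyses the fluorogenic substrate HMU-PC0 (9 uM final) over 60 min at 37 °C after a 10 min compound preincubation.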
Eya2 inh: blocks the phosphatase activity of human Eya2; O00167; recombinant Eya2, OMFP fluorescence dephosphorylation (OMFP is methylfluorescein phosphate); Potency, µM (top dose mostly 76.9 µM), for the others: at the highest dose activity, negative = inhibition, usual class: inhibitors; 330,000 tested, 0.006% active; AID 488837; further: potency means the concentration at half of the fitted maximal effect; on the % scale 0 is the no-effect control and ±100 the full control effect
Target sequence (O00167 whole entry, looked up): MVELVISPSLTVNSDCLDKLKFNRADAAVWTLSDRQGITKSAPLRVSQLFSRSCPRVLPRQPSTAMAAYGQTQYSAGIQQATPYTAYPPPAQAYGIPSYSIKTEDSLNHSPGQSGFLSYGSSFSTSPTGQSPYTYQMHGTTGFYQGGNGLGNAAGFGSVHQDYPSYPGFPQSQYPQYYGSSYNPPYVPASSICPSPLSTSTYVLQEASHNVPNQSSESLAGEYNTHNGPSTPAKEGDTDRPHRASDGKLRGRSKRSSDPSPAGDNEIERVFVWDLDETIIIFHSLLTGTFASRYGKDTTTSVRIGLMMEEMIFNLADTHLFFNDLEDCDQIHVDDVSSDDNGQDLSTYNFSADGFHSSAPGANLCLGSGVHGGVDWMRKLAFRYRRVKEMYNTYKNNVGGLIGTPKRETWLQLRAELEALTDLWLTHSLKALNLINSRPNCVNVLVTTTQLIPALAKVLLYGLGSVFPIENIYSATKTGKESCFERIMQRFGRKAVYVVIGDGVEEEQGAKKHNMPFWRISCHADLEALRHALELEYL
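Eya2 protein (added as 0.2 uM solution) was preincubated with compound for 10 min at ambient temperature in 50 mM HEPES pH 7.5, 50 mM NaCl, 5 uM MgCl2, 0.05% BSA, 1 mM DTT. OMFP (added at 50 uM) then reacted 10 min; fluorescence read at 485/525 nm.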
TCR act: activates T cell receptor signaling. primary human leukocytes, anti-CD3, IL-2 HTRF, 48 h. Potency, µM (highest dose often 9.22 µM), without a hit: at the top dose activation of IL-2 secretion, usual class: activators. 330,000 tested, under 10 active. AID 504894; further: % of control where 0% means no effect
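Primary human leukocytes receive a-CD3 beads and test compound and are incubated 48 hr. Secreted IL-2 is then assayed by HTRF, measuring 665nm acceptor emission after 320nm excitation of the europium donor.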
ELG1 repair inh: inhibitors of ELG1-dependent DNA repair in HEK293T cells; Potency, µM (top dose mostly 46.1 µM), inactives show at the highest dose activity change, negative = inhibition, usual class: inhibitors; HEK293T ELG1-luciferase reporter, luminescence, 16 h; DNA damage induced by 5-fluorouridine; 330,000 tested, 2.3% active; AID 504467; further: potency means the concentration at half of the fitted maximal effect; on the % scale 0 is the no-effect control and ±100 the full control effect; nearly all actives have a fitted effect of over 55% in size
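In this reporter screen, reduction of luminescence relative to DMSO vehicle indicated activity. Compounds and 5-fluorouridine were added together to 2,000 cells per well, incubated for 16 hr at 37 °C, then developed with ONE-Glo.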
TSHR antag: antagonists of human thyroid stimulating hormone receptor | 330,000 tested, 0.2% active | activity change, negative = inhibition, % at 11.5 µM | AID 504810 | P16473 | TSHR-expressing cells, TSH-stimulated cAMP HTRF, 2 h; hits give low values;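 active means activity change below a set negative limit, meaning inhibition stronger than a set level, cut at about -70% in these data; inconclusive means activity change between two set negative limits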; further: on the % scale 0 is the no-effect control and ±100 the full control effect
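TSHR-expressing cells, 200/well, pre-treated with compound, then stimulated with EC80 TSH (4nM final) for 2 hours at 37 deg C. cAMP measured by competitive HTRF: anti-cAMP cryptate antibody in lysis buffer plus cAMP-d2, read after 30 minutes at room temperature.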
Chronic BCR inh: blocks chronic active B-cell receptor signaling | ABC-DLBCL IkBa-CBG/CBR reporter, luminescence ratio, 4 h | Potency, µM (highest dose often 46.1 µM), for the others: top-dose ratio change, negative = lower green/red ratio, usual class: inhibitors | 340,000 tested, 0.05% active; active means well fitted inhibition curve with a large enough effect in the signal ratio, with a control signal flat, not every such curve was filed as active; inconclusive means small, poorly fitted or top-dose-only effect, or effect the other way, or a change in a side signal; the % refers to the signal ratio;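 further: potency means the concentration at half of the fitted maximal effect; plate controls were basal doxycycline-induced cells for no effect and cells given 10 µM MG132 for full effect; MG132 reads +100%, hits lower the ratio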
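Concentration-response series (up to 46 uM) were applied to TMD8 dual-reporter cells for 4 h at 37C with doxycycline. Green/red ratio, after filter-overlap correction, defined %Activity; red signal alone was normalised to basal cells and zero luminescence.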
A-T KAP1 phos: candidate therapy for ataxia-telangiectasia. […] A-T fibroblasts, KAP-1 phosphorylation AlphaLISA; neocarzinostatin DNA damage 30 min before lysis. Potency, µM (highest dose often 57.5 µM), for the others: top-dose activation, hits mostly activators. 320,000 tested, 0.19% active. AID 485349; further: potency means the concentration at half of the fitted maximal effect; % of control where 0% means no effect; nearly all actives have a fitted effect of over 45% in size
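ATM-like activity read as KAP-1 phosphorylation via AlphaLISA donor/acceptor antibody pairs after lysis and 6 hr at 25C. Cells were ATM-null patient fibroblasts ([…], hTERT), dosed 60 min, then exposed to the DSB inducer NCS for 30 min.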
Active calls of the source: *; ? = inconclusive; . = no result given; [ ] = dose if it differs, or a comment. Unless noted, the call rests on the fitted dose curve; in most records, active means well fitted curve in the direction sought with a large enough effect; inconclusive means small, poorly fitted or top-dose-only effect, or another doubt; inactive means no such curve, though single readings can be large; an effect the other way counts as inactive or inconclusive.

SMILES	a7 integrin act	PTAP TSG101 blk	Mito fusion yeast	Tb PFK block	S-ASM inh	Eya2 inh	TCR act	ELG1 repair inh	TSHR antag	Chronic BCR inh	A-T KAP1 phos
Cn1c(=O)c2c(ncn2CC(=O)OCC(=O)Nc2sccc2C(N)=O)n(C)c1=O	-4%	0%	1%	-10%	-1%	-7%	2%	16%	-6	?	2%
CCOC(=O)c1sc(-c2ccc(Cl)cc2)nc1O	1%	2%	-8%	-7%	5%	9%	-5%	-7%	-8	?	16%
CCOC(=O)c1c(NC(=O)CSc2nc3ccccc3o2)sc(C)c1C	-20%	-3%	5%	-3%	-12%	8%	.	16%	-10	-6%	11%
O=C(O)c1ccc(N2CC3CC(C2)c2cccc(=O)n2C3)c(NC(=S)Nc2ccc(Cl)cc2Cl)c1 (configuration not stated)	-14%	-2%	-4%	-11%	3%	-16%	1%	?	15	1%	1%
Cc1onc(-c2ccccc2Cl)c1C(=O)NNC(=O)c1nn(C)cc1Cl	3%	1%	1%	-1%	-4%	3%	3%	?	6	-1%	6%
Cc1csc2nc(CN3CCN(CC(=O)N(C)C)CC3)cc(=O)n12	14%	-2%	-13%	-3%	14%	5%	-2%	5%	9	11%	3%
CN(C1CCCCC1)S(=O)(=O)c1ccc(NC(=O)Cn2nc(-c3ccc(F)cc3)ccc2=O)cc1	-2%	-5%	0%	-4%	-8%	0%	3%[46.1 µM]	-16%	-1	1%	0%
CC(C)(C)n1nnnc1C(c1cccnc1)N1CCN(c2ccccc2)CC1 (configuration not stated)	3%	-1%	5%	3%	-1%	-5%	0%	-17%	-14	6%	1%
O=C(COC(=O)c1ccco1)c1ccccc1	?	-4%	0%	0%	2%	4%	17%	?	3	1%	-4%
Cc1cc(N2CCOCC2)nc2ccc(NC(=S)N3CCCCC3C)cc12 (configuration not stated)	2%	-4%	-4%	-3%	147%[activator]	-12%	0%	?	8	?	1%

Pulled one by one from the list above (two):
SMILES	a7 integrin act	PTAP TSG101 blk	Mito fusion yeast	Tb PFK block	S-ASM inh	Eya2 inh	TCR act	ELG1 repair inh	TSHR antag	Chronic BCR inh	A-T KAP1 phos
O=C(COC(=O)c1ccco1)c1ccccc1	?	-4%	0%	0%	2%	4%	17%	?	3	1%	-4%
Cn1c(=O)c2c(ncn2CC(=O)OCC(=O)Nc2sccc2C(N)=O)n(C)c1=O	-4%	0%	1%	-10%	-1%	-7%	2%	16%	-6	?	2%

(continued)
SMILES	a7 integrin act	PTAP TSG101 blk	Mito fusion yeast	Tb PFK block	S-ASM inh	Eya2 inh	TCR act	ELG1 repair inh	TSHR antag	Chronic BCR inh	A-T KAP1 phos
CC(=O)Nc1ccc(S(=O)(=O)N(C)CC(=O)N2CCN(C(=O)c3ccco3)CC2)cc1	-1%	-1%	.	2%	4%	-5%	7%[46.1 µM]	10%	-4	0%	12%
CN(CCC#N)C(=O)COC(=O)c1ccc(Cl)cc1O	-8%	-6%	1%	-4%	0%	4%	3%	-2%	-8	-1%	6%
COc1ccc(OC)c(N2CC(O)(c3ccccc3)[N+]3=C2SCCC3)c1 (configuration not stated)	-59%[inhibitor]	-1%	-1%	-5%	0%	?	3%	?	-7	-15%	3%
Cc1cccc(N=C2CSC(=O)N2)c1	4%	-2%	-21%	0%	6%	2%	-1%	0%	-2	-9%	2%
Clc1ccc(CSc2nnc([C@@H]3CCCN3)o2)cc1Cl	11%	-1%	-16%	30µM*	0%	4%	0%	4%	-9	4%	-5%
CCc1nnc(NC(=O)c2csc3c2CCC(C)C3)s1 (configuration not stated)	.	.	3%	?	.	0%	.	?	-11	6%	9%
COc1cccc(NC(=O)CSC(N)=O)c1	-11%	-1%	?	?	-1%	6%	-1%[46.1 µM]	?	-12	-13%	-5%
CSc1cccc(NC(=O)C(C)Sc2ccc(C)cc2)c1 (configuration not stated)	18%	0%	11%	6%	-7%	2%	1%	?	-13	?	1%
O=C(NNc1ccccc1[N+](=O)[O-])Nc1ccc(F)cc1F	-250%[inhibitor]	-1%	-1%	0%	-3%	-1%	8%	1%	-7	-25%	-1%
CC(C)C(NC(=O)C(c1ccccc1)c1ccccc1)c1nc2ccccc2[nH]1 (configuration not stated)	-29%	-2%	2%	-1%	-4%	-2%	4%	-23%	-1	?	1%
CCc1c(C)nc(SCC(=O)NNC(=O)Cc2ccc(OC)cc2)[nH]c1=O	10%	0%	0%	1%	6%	17%	6%	-2%	-3	?	-2%
NNc1nc(Nc2ccccc2)nc(N2CCCCC2)n1	-14%	-10%	3%	-9%	4%	-1%	-18%	-18%	-8	0%	0%
O=C(CNC(=O)c1cccc(Br)c1)N/N=C/c1ccc2c(c1)OCO2	-6%	-1%	-3%	-1%	-5%	7%	-2%	21%	-7	0%	4%
NS(=O)(=O)c1ccc(N=Cc2c(O)c3ccccc3oc2=O)cc1	-8%	1%	4%	-2%	3%	9%	0%	-1%	-3	?	-12%
COc1cccc(C2c3[nH]c4ccccc4c3C[C@H]3C(=O)N(C4CC4)CC(=O)N23)c1 (some centres not stated)	0%	1%	-10%	3%	0%	-1%	-182%	-5%	2	?	-3%
O=C(O)C(Cc1ccccc1)NS(=O)(=O)c1ccc(Cl)cc1 (configuration not stated)	8%	-5%	10%	-2%	6%	-1%	0%	6%	-3	1%	17%
CC(O)CNCCCOc1cccc(Oc2ccccc2)c1 (configuration not stated)	-50%[inhibitor]	-2%	-3%	-3%	4%	?	-3%	10%	-12	?	3%
O=[N+]([O-])c1cc(CN2CCOCC2)c2cccnc2c1O	-31%[inhibitor]	0%	18%	?	-2%	8%	-5%	-11%	12	6%	2%
CC(=O)Nc1ccc(NC(=O)C(C)OC(=O)c2ccc(-n3cnnn3)cc2)cc1 (configuration not stated)	20%	-1%	-6%	-3%	0%	-7%	-2%	1%	1	-7%	-1%
Clc1ccc(OCCN2CCN(c3ncnc4sccc34)CC2)cc1	-24%	1%	5%	4%	0%	1%	-5%	?	-36	5%	8%
O=C(CC1NCCNC1=O)Nc1cccc([N+](=O)[O-])c1 (configuration not stated)	12%	0%	-3%	-10%	7%	-4%	-3%	22%	-2	?	-5%
CC(=O)Nc1cccc2c1C(=O)N(c1ccc(OC(C)=O)cc1)C2=O	16%	-3%	3%	0%	2%	6%	0%	-3%	-2	4%	-2%
CC(=O)c1ccc(Nc2nc3ccc(C)cc3n3cnnc23)cc1	11%	2%	-12%	-1%	18%	6%	-1%	16%	-11	?	7%
COc1cccc(CSc2nc3ccccc3cc2C=O)c1	17%	1%	4%	-6%	-17%	-25%	1%	?	-5	?	1%
CC(=O)Nc1ccc(NC(=O)C2C3C=CC(C3)C2C(=O)O)cc1 (configuration not stated)	7%	-2%	0%	-12%	2%	7%	.	3%	7	0%	5%
CC(C)(Oc1ccc(Cl)cc1)C(=O)N1CCC(C(N)=O)CC1	4%	-1%	-1%	2%	6%	7%	-4%	14%	-15	-5%	-5%
CN(C)C(CNc1ccc(S(C)(=O)=O)cc1[N+](=O)[O-])Cc1ccccc1 (configuration not stated)	-15%	-1%	-6%	3%	-4%	5%	2%	-5%	26	19%	0%
CC(C)(CSc1nncn1N)NS(=O)(=O)c1ccc(Cl)cc1	2%	-6%	0%	2%	1%	-12%	1%	-4%	-7	-7%	4%
COc1ccc(CN2CCN(Cc3ccccc3C(F)(F)F)CC2)c(OC)c1	-55%[inhibitor]	-5%	-23%	6%	0%	-7%	5%	-8%	0	-2%	2%
O=C(OCc1cccc(C(F)(F)F)c1)c1ccc[nH]c1=O	-23%	-2%	-2%	6µM*	2%	0%	-3%	9%	-4	1%	2%
CCCc1cc(-c2nc(-c3ccc(Br)cc3)cs2)ccn1	15%	-3%	21%	8%	-20%	-9%	-7%[46.1 µM]	24%	5	?	?
COc1cccc(NC(=O)CCC(=O)Nc2cc(OC)c(NC(=O)c3cccs3)cc2OC)c1	-27%	-6%	-2%	1%	-6%	-9%	5%	?	-3	14%	-4%

Compound activity as filed in PubChem.
